# High-throughput results as filed in PubChem BioAssay.
# West Nile virus CPE = inhibition of WNV-induced cytopathic effect – cell-based, CPE readout (AID 1621). CPE inhibition, % at 10 µM, or IC50 in µM where a hit was titrated. West Nile virus-infected cells, CPE inhibition; higher % means a stronger effect. 0.02% of 290,000 active; in the data active = a potency from the dose series; also: strong numbers were not always called active
# M17LAP inhibition = P. falciparum M17LAP inhibitors, primary screen, biochemical, fluorogenic H-Leu-NHMec substrate, 1536-well (AID 1619); recombinant M17LAP, H-Leu-NHMec fluorogenic kinetic assay; higher % means a stronger effect; inhibition, % at 30 µM, or IC50 in µM where a hit was titrated; 0.38% of 220,000 active;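 active = compound inhibiting the enzyme by more than half at any dose during confirmatory dose-response retesting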;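 also: plate controls were full reaction with DMSO carrier for no effect and no enzyme background for full effect; strong numbers were not always called active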
# PMI inhibition = MPI inhibition at elevated mannose 6-phosphate – biochemical, fluorescence intensity, high mannose 6-phosphate, primary screen (AID 1220). inhibition, % at 20 µM; hits with a dose series show IC50 in µM. 0.66% of 190,000 active. recombinant PMI enzyme, coupled fluorescence intensity; higher % means a stronger effect
# RSV antiviral HEp-2 = RSV antiviral activity via CPE protection, HEp-2 cells, primary 10 µM value included (AID 2391) | HEp-2 cells, RSV-induced CPE inhibition; higher % means a stronger effect | CPE inhibition, % at 10 µM, or IC50 in µM where a hit was titrated | 0.13% of 310,000 active; in the data active = a potency from the dose series; also: strong numbers were not always called active
# TNAP activation fold = human TNAP enzyme activators, primary screen, biochemical, luminescent, no phosphate acceptor, uHTS (AID 1001) | purified TNAP, luminescent activation assay, no phosphate acceptor; higher activation fold means a stronger effect | activation fold at 20 µM; hits with a dose series show EC50 in µM | 0.03% of 200,000 active; in the data active = activation fold from about 3, or a potency from the dose series; inactive = the rest, 99 in 100 with activation fold below about 1.6; also: many of its hits are not listed in these tables
# UTI89 phage lysis = protection from phage-mediated lysis, alamar blue read-out – E. coli UTI89, K1F phage, bacterial capsule biogenesis inhibitors (AID 488966); E. coli UTI89 K1F phage lysis, alamar blue, 2 h; higher % means a stronger effect; inhibition, % at 100 µM, or IC50 in µM where a hit was titrated; 0.02% of 340,000 active;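 active = phage lysis inhibition, versus mean bacterial control, above a set limit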;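 also: capsule biogenesis inhibitors block K1F phage lysis so surviving cells raise fluorescence; higher fluorescence means more inhibition of phage lysis; actives were called in the ten point dose series up to 300 µM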
# P. falciparum M1AAP = malaria alanyl aminopeptidase activity blockers – biochemical, fluorogenic H-Leu-NHMec substrate, 1536-well (AID 1445) | recombinant M1AAP, H-Leu-NHMec fluorogenic kinetic assay; higher % means a stronger effect | one-dose inhibition, % at 30 µM; IC50 in µM for titrated hits | 0.42% of 220,000 active;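 active = primary inhibition above the hit cutoff, then over 50% inhibition at one or more dose response concentrations, cut at about 23% in these data, passing the limit was not always enough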;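 also: plate controls were DMSO full reaction for no effect and no enzyme background for full effect; strong numbers were not always called active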
# PMI inhibitors = inhibitors of human PMI, primary screen, biochemical, fluorescence intensity, coupled assay (AID 1209); purified PMI enzyme, coupled fluorescence intensity; higher % means a stronger effect; inhibition, % at 20 µM; hits with a dose series show IC50 in µM; 0.42% of 190,000 active;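 also: plate controls were DMSO vehicle for no effect and wells lacking substrate for full effect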
# T cell modulator = T cell immune modulators affecting CD8 T cell-vesicle binding; 2C CD8+ T cell-vesicle binding, flow cytometry; hits give low values; calls only at 7 µM; 0.068% of 330,000 active;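 active = response, share of CD8 T cells binding vesicles, and their 90th percentile fluorescence all below set limits, cut at about 80% in these data, passing the limit was not always enough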
#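 Assay system – 2C mouse CD8+ T cells · Also added – QL9-loaded Drosophila micro-vesicles · Timing – Cell–vesicle co-incubation 1.5 h at 37 °C, staining 20 min on ice · Signal – flow cytometry of vesicle-bound cells · Measure – percent CD8+ FL2 mean versus row control · Controls – Peptide-free naked vesicles (low) and QL9 vesicles with 0.7% DMSO vehicle (high)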
# T cell modulator vesicle-bound % = recorded beside T cell modulator, whose call it bears; double positive events, %; measured here: CD8+ vesicle-bound cell fraction;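 binding gate set so that unloaded-vesicle control wells show 10% double positive cells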
# * marks the source's active call; other numbers are inactive results; i = inactive; . = no result given; [ ] = remark or other dose. Rule as the data show it, unless noted: active = inhibition above about 50%; inactive = the rest.
smiles | West Nile virus CPE | M17LAP inhibition | PMI inhibition | RSV antiviral HEp-2 | TNAP activation fold | UTI89 phage lysis | P. falciparum M1AAP | PMI inhibitors | T cell modulator | T cell modulator vesicle-bound %
O=C(Nc1cccc(-c2cn3cccnc3n2)c1)c1ccco1 | 1.0% | -367% | -5% | 0.1% | 1.1 | 0.5% | 8% | 6% | i | 46
CC(OC(=O)CCCSc1nc2ccccc2s1)C(=O)NC(N)=O (stereo not drawn) | -0.1% | -2% | -22% | 1.2% | 1 | 0.0% | 0% | -19% | i | 21
CCN(CC)c1ccc(/C=C2\C(=O)N(c3nnc(C)c(=O)[nH]3)N=C2C)cc1 | 0.3% | -5% | . | 17% | . | -0.1% | 43µM* | . | i | 49
CC(C)(C)C1=CC(=O)C(N2CCOCC2)=CC1=O | -0.6% | 19% | 65%* | 1.4% | 1 | 0.5%[50 µM] | 1% | 15% | i | 50
Cc1ccc(N(Cc2cc(=O)[nH]c3ccccc23)C(=O)C(C)C)c(C)c1 | -0.7% | . | . | 3.1% | . | 0.1% | . | . | i | 31
Cn1nnnc1SC(C(=O)Nc1cccc(C(F)(F)F)c1)c1ccccc1 (stereo not drawn) | -1.0% | 16% | 15% | 5.7% | 1.1 | -0.1%[50 µM] | 8% | 18% | i | 56
CC(C)(C)OC(=O)NCCCC[C@H](NC(=O)c1nc[nH]c1C(=O)NCc1ccc(CNC(=O)OC(C)(C)C)cc1)C(=O)OC(C)(C)C | 0.9% | . | . | 22% | . | 2.0% | . | . | i | 10
COc1ccc(/C=N/N2CCOCC2)cc1COc1ccc(Cl)cc1 | 0.1% | -26% | 2% | 2.8% | 1 | 0.4%[50 µM] | 0% | 3% | i | 52
Cc1nn(-c2ccccc2)c2c1C(c1ccc(O)c(O)c1)N1C(=N2)C(Nc2ccccc2)=Nc2ccccc21 (stereo not drawn) | 3.3% | -7% | 10% | -4.4% | 1 | -0.7% | 15% | 25% | i | 36
COc1ccc(CNC(=O)/C=C/c2ccccc2[N+](=O)[O-])cc1 | 0.7% | -4% | 5% | 0.4% | 1 | 1.5% | -2% | -7% | i | 54
O=S(=O)(c1ccccc1)c1cc(O)ccc1O | 1.0% | -4% | 24% | 0.9% | 1.1 | 4.4% | 11% | 19% | i | 42
O=C(COC(=O)Cn1cnc2ccccc21)Nc1cccc([N+](=O)[O-])c1 | 0.7% | 12% | -6% | -0.5% | 1.1 | 0.0% | -2% | -1% | i | 57
CNc1ccccc1C(=O)OCC(C)=O | 0.3% | -97% | -8% | 0.0% | 1.1 | -0.6% | -3% | -8% | . | .
O=C(CCS(=O)(=O)c1ccc(Cl)cc1)Nc1ccccc1Br | -0.8% | . | . | 2.1% | . | 0.0% | . | . | i | 20
CCC(C)C(=O)Nc1ccc(S(=O)(=O)Nc2nccs2)cc1 (stereo not drawn) | 0.3% | . | . | -0.2% | . | 0.0% | . | . | i | 38
CCOC(=O)c1c(C)c(C(=O)N2CCCCCC2)c(C)n1CC | -0.7% | 17% | 9% | 0.8% | 1.1 | 2.6% | 3% | 7% | i | 55
CNc1ccn(C2CCCO2)c(=O)n1 (stereo not drawn) | 0.5% | 13% | . | 1.0% | . | 1.1% | 9% | . | i | 49
COc1ccc(/C=N/NC(=O)c2cc(-c3ccc(C)cc3C)nc3ccccc23)cc1COC(C)=O | . | -7% | 0% | 6.3% | 1 | -0.6%[50 µM] | 0% | 7% | i | 29
O=C(O)CC(SCC(=O)Nc1ccc(Br)cc1)C(=O)O (stereo not drawn) | 0.1% | 1% | -13% | -0.2% | 1.1 | 2.5% | 0% | -10% | i | 27
COc1ccc(NC(=O)Cn2nnc(C(=O)NCCc3ccc(OC)c(OC)c3)c2N)cc1 | -0.2% | 11% | 3% | 2.3% | 1.1 | 0.3% | -6% | 2% | i | 43
Cc1cc(Cl)c(S(=O)(=O)NC(C)C)cc1OCC(N)=O | -0.1% | 16% | 2% | 1.1% | 1.1 | 1.5% | 3% | -2% | i | 40
CCCN(CCO)Cc1ccc(F)c(Br)c1 | 0.2% | 4% | 1% | 2.4% | 1 | 2.6% | -3% | 13% | i | 22
COc1cc2c(cc1OC)C(C)N(Cc1ccc3c(c1)OCO3)CC2 (stereo not drawn) | 0.0% | -6% | -16% | 1.1% | 1.1 | 10% | -2% | 0% | i | 47
N#CCSc1ccsc1C(=O)Nc1ccc(F)cc1 | -0.9% | -3% | -10% | -1.1% | 1.1 | 5.2% | -5% | 3% | i | 11
CC(C)n1c(=S)[nH]c2cc(Cl)ccc21 | 0.5% | 2% | . | 13% | . | -1.6% | 4% | . | i | 2
Cc1cc(S(=O)(=O)N2CCCC(C)C2)ccc1-n1cnnn1 (stereo not drawn) | -1.2% | . | . | 3.5% | . | 0.2% | . | . | i | 16
O=C(N/N=C\c1ccncc1)c1ccccc1O | . | 32% | 3% | 1.5% | 1.1 | 0.2% | 8% | 1% | i | 29
CCc1ccc(NC(=O)CSc2nc(O)cc(=O)n2C2CCCC2)cc1 | -0.1% | 6% | -5% | -0.4% | 1.1 | -0.3% | 5% | 0% | i | 11
c1ccn2cc(-c3ccc4c(c3)OCO4)cc2c1 | 0.3% | 0% | -10% | 1.0% | 1 | 0.1% | 0% | -42% | i | 7
COc1cccc(N(CC(=O)NCC2CCCO2)C(=O)CNS(=O)(=O)c2ccccc2)c1 (stereo not drawn) | 0.0% | -7% | -9% | 0.1% | 1 | -1.0% | 4% | -8% | i | 62
CCN(CC(=O)NCc1ccc(F)cc1)C(=O)/C=C/c1ccc(S(=O)(=O)N(CC)CC)cc1 | -1.1% | . | . | 0.8% | . | -0.1% | . | . | i | 15
Cc1ccc(Nc2nc(C(=O)NCCCN3CCOCC3)cs2)cc1 | -0.5% | -1% | 9% | -0.8% | 1.1 | 0.4% | 3% | 5% | i | 30
O=S(=O)(c1cccc(F)c1)N1CCc2sccc2C1c1ccc(OC(F)(F)F)cc1 (stereo not drawn) | -0.6% | 5% | . | 9.6% | . | . | 2% | . | i | 42
Cc1ccc(C)n1NC(=O)c1ccc(Cl)cc1Cl | 0.1% | 4% | -4% | -1.3% | 1 | -0.3% | 18% | 3% | i | 6
Cc1ccc2c(Cl)cc(Cl)c(OCC(=O)NC3CCS(=O)(=O)C3)c2n1 (stereo not drawn) | 0.6% | -10% | 21% | -0.8% | 1 | 0.6% | 4% | 14% | i | 30
CC(=O)N1CCN(S(=O)(=O)c2cccc(C(=O)Nc3ccccc3N3CCOCC3)c2)CC1 | -0.1% | 14% | -9% | -2.0% | 1 | -0.1% | -1% | -22% | i | 11
CNC(=O)C1CC(=O)N(Cc2ccccc2)C(=Nc2ccc(OC)cc2)S1 (stereo not drawn) | 0.0% | 9% | 2% | 0.6% | 1.1 | 2.1% | 3% | 4% | i | 60
NC(=O)CSc1nc(C2CC2)nc2sc3c(c12)CCCC3 | -0.6% | 5% | -4% | 9.5% | 1.1 | 0.1% | -6% | -1% | i | 11
CC(=O)N1CCc2ccc(S(=O)(=O)N3CCN(C)CC3)cc21 | -0.2% | -18% | 0% | 1.1% | 1.1 | 2.7% | 3% | -5% | i | 45
COCCNC(=O)/C(C#N)=C\c1ccc(CNS(=O)(=O)c2ccccc2)o1 | 0.2% | 15% | . | -1.0% | 1 | -0.9% | 12% | . | i | 44
COCCN1C(=O)C(=O)/C(=C(/O)c2ccc(S(=O)(=O)N3CCOCC3)cc2)C1c1ccc(C(C)C)cc1 (stereo not drawn) | 0.3% | -2% | 0% | . | 1.1 | . | 5% | 2% | . | .
O=C(CCC(=O)N1CCOc2ccccc21)NCCCN1CCOCC1 | 0.2% | . | . | 1.4% | . | 5.0% | . | . | i | 25
COC(=O)Cc1cc(=O)[nH]c(/N=C(\N)Nc2ccc(C)cc2)n1 | -0.6% | 6% | -5% | 1.7% | 1.1 | 4.5% | -6% | 0% | i | 28
CN(C)CCCNC(=S)N1CCN(c2nc(-c3ccccc3)cs2)CC1 | 17µM* | . | . | 0.2% | . | 1.4% | . | . | i | 49
CCc1ccc(C(=O)COC(=O)CNC(=O)CNS(=O)(=O)c2ccccc2)cc1 | 0.5% | . | . | 1.7% | . | 0.1% | . | . | i | 27
Cc1cc(C)c(S(=O)(=O)NCCCn2ccnc2)cc1C | -1.1% | . | . | -0.7% | . | 0.1% | . | . | i | 59
O=C(OC1CCOC1=O)c1cncc(Br)c1 (stereo not drawn) | 0.2% | -2% | -5% | -0.6% | 1.1 | 0.1% | -1% | -6% | i | 26
Cc1ccc(S(=O)(=O)N2CCOCC2)cc1NC(=O)COC(=O)CCC(=O)c1cccs1 | -0.3% | 6% | 10% | 1.5% | 1 | 0.8% | 11% | 6% | i | 44
Oc1c(Cl)cc(Cl)cc1/C=C/c1ccc2cccc(O)c2n1 | -1.6% | -1% | -8% | 3.6% | 0.9 | -0.3% | -2% | -13% | i | 28
NC(=O)C1CCN(c2ncnc3c2c(-c2ccccc2)cn3-c2ccccc2)CC1 | 1.1% | 1% | 4% | 1.8% | 1.1 | 0.2% | 2% | 0% | i | 44
Cc1nnc(SCC(=O)Nc2sccc2C#N)s1 | -0.1% | . | . | 0.1% | . | -0.1% | . | . | i | 72
CC(C)(C)CC(=O)Nc1cc2c3c(c1)CCC(=O)N3CCC2 | 0.4% | . | . | -1.0% | . | 0.0% | . | . | i | 45
COc1ccccc1CC(=O)NCCc1c[nH]c2ccccc12 | 0.0% | . | . | 0.9% | . | 0.0% | . | . | i | 19
C/C(=N/NC(=O)c1nnn(-c2nonc2N)c1COc1ccccc1)c1ccccc1 | 0.9% | . | . | 2.1% | . | 0.2% | . | . | i | 1
Cc1ccc(C)c(NC(=S)N2CCCCCC2)c1 | -0.1% | 8% | 11% | 1.3% | 1.1 | 0.3% | 1% | 3% | i | 27
COc1ccc(N2CCN(c3ncnc4sc(C(=O)NCC5CCCO5)c(C)c34)CC2)cc1 (stereo not drawn) | 0.2% | . | . | 3.6% | . | -0.3% | . | . | i | 44
COC(C/C=C/[C@@H](O)[C@@H](C)OCc1ccccc1)OC | -0.2% | . | . | 1.7% | . | 0.7% | . | . | i | 29

# For convenience, some entries already given.
smiles | West Nile virus CPE | M17LAP inhibition | PMI inhibition | RSV antiviral HEp-2 | TNAP activation fold | UTI89 phage lysis | P. falciparum M1AAP | PMI inhibitors | T cell modulator | T cell modulator vesicle-bound %
Cc1ccc(C)c(NC(=S)N2CCCCCC2)c1 | -0.1% | 8% | 11% | 1.3% | 1.1 | 0.3% | 1% | 3% | i | 27
COc1ccc(N2CCN(c3ncnc4sc(C(=O)NCC5CCCO5)c(C)c34)CC2)cc1 (stereo not drawn) | 0.2% | . | . | 3.6% | . | -0.3% | . | . | i | 44
COC(C/C=C/[C@@H](O)[C@@H](C)OCc1ccccc1)OC | -0.2% | . | . | 1.7% | . | 0.7% | . | . | i | 29
